# PvdQ acylase: P. aeruginosa PvdQ acylase inhibitors, primary screen, biochemical, fluorescence, plate reader and imaging, single point. inhibition, % at 10 µM. purified PvdQ acylase. PvdQ acylase [Pseudomonas aeruginosa LESB58]. hit rate 0.063% among 340,000; in the data active means inhibition above about 30%, passing the limit was not always enough;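 further: 0% = vehicle neutral wells and 100% = reference inhibitor wells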
# Rtt109 Vps75: inhibitors of C. albicans Rtt109/Vps75 HAT, primary screen, biochemical, ThioGlo CoA-SH fluorescence, plate reader | Histone acetyltransferase RTT109 (Candida albicans (strain SC5314 / ATCC MYA-2876)), … | hit rate 0.16% among 330,000 | purified Rtt109/Vps75, 4 h | inhibition, % at 34.9 µM;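 active means inhibition of at least 50% in every replicate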
# Target sequence (Q5AAJ8 whole entry, looked up): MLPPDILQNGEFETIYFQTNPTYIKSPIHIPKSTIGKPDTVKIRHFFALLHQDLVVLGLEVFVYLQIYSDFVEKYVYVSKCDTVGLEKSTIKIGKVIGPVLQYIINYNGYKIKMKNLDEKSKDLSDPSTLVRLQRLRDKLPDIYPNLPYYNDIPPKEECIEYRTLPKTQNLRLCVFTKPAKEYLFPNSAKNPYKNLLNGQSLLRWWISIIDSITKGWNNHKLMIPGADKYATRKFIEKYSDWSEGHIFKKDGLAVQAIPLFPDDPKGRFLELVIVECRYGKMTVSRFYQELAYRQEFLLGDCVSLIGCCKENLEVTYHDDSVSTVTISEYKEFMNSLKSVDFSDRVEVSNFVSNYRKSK
# HTR5A ag: HTR5A agonists in luminescence cell assay, primary screen, counter-screen for OPRM1-OPRD1 heterodimer agonist project, full-deck HTS; 5-hydroxytryptamine receptor 5A (Homo sapiens), P47898; hit rate 0.61% among 340,000; AID 504692, 2011; activation, % at 9.3 µM; cell-based; in the data active means activation mostly above about 9.5%, no sharp cut-off; inactive means mostly below about 7.6%;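 further: 0% = cells with vehicle only and 100% = reference agonist; strong numbers were not always called active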
# Target sequence (P47898 whole entry, looked up): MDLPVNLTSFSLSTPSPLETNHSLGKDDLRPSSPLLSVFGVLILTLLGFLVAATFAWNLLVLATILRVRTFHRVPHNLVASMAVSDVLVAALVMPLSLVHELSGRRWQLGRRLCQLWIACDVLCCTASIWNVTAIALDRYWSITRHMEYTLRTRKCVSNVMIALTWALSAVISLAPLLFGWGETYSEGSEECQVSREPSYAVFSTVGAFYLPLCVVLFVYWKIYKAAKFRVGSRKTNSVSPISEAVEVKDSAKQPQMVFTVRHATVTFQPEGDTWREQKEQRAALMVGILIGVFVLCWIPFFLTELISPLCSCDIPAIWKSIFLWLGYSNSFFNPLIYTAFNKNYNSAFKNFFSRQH
# CDK5 p35 inh: inhibitors of human CDK5/p35 kinase, primary screen, biochemical, single concentration; Cyclin-dependent kinase 5 (Homo sapiens) + Cyclin-dependent kinase 5 activator 1 (Homo …; Recombinant CDK5/p35, ADP-Glo luminescence, 60 min; inhibition, % at 10 µM; hit rate 0.01% among 330,000;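 active means highest replicate inhibition of at least 50% and at least 75% of replicates reaching 50%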;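 further: plate controls were DMSO neutral control for no effect and GW8510 at 10 µM for full effect; many of its hits are not listed in these tables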
# RTF Ca sens act: cardiac RTF calcium sensitivity activators, primary screen, biochemical, IANBD-TnC fluorescence, EC20 calcium | Troponin I, cardiac muscle (Homo sapiens) + Troponin T, cardiac muscle (Homo sapiens) + … | hit rate 0.24% among 340,000 | AID 493008, 2010 | activation, % at 7.2 µM | IANBD-labeled TnC RTF fluorescence at EC20 calcium; 0% EC20 calcium, 100% full calcium;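 active means activation above the mean over all tested compounds plus 3 SD, cut at about 30% in these data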;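 further: rise in fluorescence read as greater calcium sensitivity of cardiac thin filaments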
# SR-BI DiI inh: inhibitors of SR-BI mediated HDL lipid uptake, primary screen, ldlA[mSR-BI] cells, fluorescence, single point; Scavenger receptor class B member 1 (Mus musculus), Q61009; AID 488896, 2010; hit rate 0.96% among 320,000; ldlA[mSR-BI] CHO cells, DiI-HDL uptake fluorescence, 3 h; inhibition, % at 12.5 µM;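 active means mean replicate inhibition of at least 70% and a set share of replicates each scoring 70 or more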;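 further: 0% = median of neutral control wells and 100% = median of positive control wells; values of inactives mirror those of a sister screen read the other way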
# Wnt bcat act: Wnt/beta-catenin pathway activators, primary screen, cell-based, plate reader, single point; hit rate 1.2% among 300,000; activation, % at 9.35 µM; Wnt/beta-catenin reporter cell assay, activator; in the data active means activation above about 30%, passing the limit was not always enough;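 further: 0% = neutral control wells and 100% = positive control wells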
# SR-BI DiI-HDL act: activators of SR-BI mediated DiI-HDL uptake, primary screen, ldlA[mSR-BI] CHO cells, DiI fluorescence. 3 h; 100 = double the neutral-control signal. activation, % at 12.5 µM. hit rate 0.096% among 320,000;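 active means mean replicate activation of at least 60% and every replicate at or above 60%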;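 further: 0% = median plate neutral-control signal and 100% = twice that signal; values of inactives mirror those of a sister screen read the other way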
#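 Test system: SR-BI-overexpressing, LDLR-lacking CHO cells; Medium: Ham's F12 with 0.5% BSA, HEPES 25 mM, pH 7.4; Schedule: 3 h, 37 °C; Technique: bottom-read fluorescence, 550/595 nm.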
# dFosB act: activators of delta FosB homodimer, primary screen, biochemical, fluorescence polarization, TAMRA-CDK5 oligo, single point; activation, % at 25 µM; AID 493131, 2011; Protein FosB (Mus musculus), P13346; hit rate 0.99% among 340,000; purified delta FosB; percent of positive-control signal above neutral wells;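 active means mean activation above about 17%, with every replicate also reaching it, limit read from the data, passing the limit was not always enough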;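 further: fluorescence polarization rise as delta FosB binds a TAMRA Cdk5 AP-1 oligo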
# Target sequence (P13346 whole entry, looked up): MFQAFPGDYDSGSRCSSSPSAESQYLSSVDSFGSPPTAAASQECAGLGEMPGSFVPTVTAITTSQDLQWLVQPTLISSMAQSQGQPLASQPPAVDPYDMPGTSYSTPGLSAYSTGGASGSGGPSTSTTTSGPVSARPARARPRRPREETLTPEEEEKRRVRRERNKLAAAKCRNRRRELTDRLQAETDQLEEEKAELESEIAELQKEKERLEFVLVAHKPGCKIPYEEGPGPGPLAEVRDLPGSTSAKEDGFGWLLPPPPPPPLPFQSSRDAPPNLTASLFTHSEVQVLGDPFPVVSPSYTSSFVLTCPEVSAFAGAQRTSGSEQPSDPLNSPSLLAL
# MITF TRPM1 HTS: activators of MITF-driven TRPM1 promoter reporter, primary screen, cell-based, SK-MEL-5, luciferase, single point | SK-MEL-5 TRPM1-promoter luciferase, 24 h; % of positive control, neutral wells = 0 | activation, % at 12.5 µM | hit rate 0.75% among 300,000 | AID 588334, 2011;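 active means mean activation of at least 80% with every replicate also reaching 80%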;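 further: 0% = neutral control wells and 100% = parthenolide positive control wells; values of inactives mirror those of a sister screen read the other way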
# Starred values were filed as active, the others as inactive; · = not tested or not shown.
Molecule	PvdQ acylase	Rtt109 Vps75	HTR5A ag	CDK5 p35 inh	RTF Ca sens act	SR-BI DiI inh	Wnt bcat act	SR-BI DiI-HDL act	dFosB act	MITF TRPM1 HTS
Cc1ccc2nc(SCCC(=O)O)cc(C)c2c1	4	-3	-1	0.6	-4	-9	·	9	6	3
Cc1ccc(C(=O)NCCCc2ccccc2)c(C)c1	-7	-18	4	0.3	-4	11	7	-11	-1	50
C=CCn1c(CCC(=O)Nc2ccc(C)c(Cl)c2)nnc1SCC(=O)Nc1ccccc1C	3	4	-4	-0.4	9	6	·	-6	-7	1
CC1CCN(CCc2nc3cc(NS(=O)(=O)c4ccccc4)ccc3n2C)CC1	-15	15	-4	-2.0	10	-14	-18	14	1	-6
O=C(COc1ccc(F)c(Cl)c1)Nc1ccc(N2CCOCC2)cc1	-7	2	0	-0.1	7	47	-2	-47	-13	-13
Cc1ccc(NC(=O)CN(C)CC(=O)Nc2sc3c(c2C(N)=O)CCC3)cc1	-7	16	-6	0.5	4	22	5	-22	-8	-28
CS(=O)(=O)N1CCN(c2ccccc2[N+](=O)[O-])CC1	-8	2	-2	-0.7	1	-4	0	4	4	11
NS(=O)(=O)c1ccc(CNS(=O)(=O)c2cc(Cl)ccc2Cl)cc1	0	-2	2	-0.2	4	4	1	-4	2	0
CSC(=Nc1cccc(C)c1)NC#N	2	5	12	1.3	5	-1	-2	1	0	-7
O=C(CCn1c(=S)[nH]c2ccccc2c1=O)NCCSCc1ccccc1	-6	-3	3	0.7	3	-9	0	9	2	0
CN1CC(=O)Nc2ccccc2C1=O	-18	-3	0	2.0	6	-33	-3	33	5	7
Cc1cc(O)c2c(c1O)C(=O)[C@]13C(=C2O)C(=O)[C@@H]2[C@@H](O)[C@H]1[C@@H]1[C@H](O)[C@H]3C(=O)C3=C(O)c4c(O)cc(C)c(O)c4C(=O)[C@]312	-9	4	3	-1.5	3	95*	·	-95	-9	-59
COc1ccccc1CCC(=O)OCC(=O)Nc1c(C)nn(-c2ccccc2)c1C	-13	-8	-1	5.5	-7	-23	3	23	-12	-8
Cc1ccc(NC(=S)NCc2ccc(F)cc2)cc1	-16	-17	7	-4.2	2	-6	1	6	-13	2
COc1ccc(C2=NOC(C(=O)Nc3ccc4c(c3)OCCO4)C2)c(OC)c1 (stereo not given)	-6	3	-1	-0.6	-2	6	3	-6	-16	10
Cc1cccn2c(=O)c3cc(C(=O)N4CCCCC4)sc3nc12	-13	-47	-3	-2.4	1	3	10	-3	-10	14
CC(C)n1cc(NC(=O)COc2ccccc2Cl)cn1	-8	2	-1	-1.0	-3	·	2	·	-1	19
O=C(O)CCCN1C(=O)/C(=C\C(Cl)=C\c2ccccc2)SC1=S	12	-6	0	0.4	-9	-13	0	13	-12	-66
CCOc1cc(/C=N/Nc2nn3cnnc3c3ccccc23)ccc1O	2	3	1	-0.1	0	-4	14	4	-16	38
O=C(OCC(=O)N1CCCC1)c1ccc(S(=O)(=O)N2CCOCC2)cc1	7	-5	3	0.1	-4	-3	-1	3	-3	-7
Cc1ccccc1NC(=O)CN1CCOCC1	6	7	4	2.1	1	-12	-1	12	5	·
COCC(=O)OCn1nnc2ccccc2c1=O	-16	-3	1	-2.1	-1	22	·	-22	-7	·
CCOc1cc2[nH]c(=S)n(CCCC(=O)NCc3ccccn3)c(=O)c2cc1OCC	-8	-1	-3	·	-8	-1	-1	1	13	-1
O=C(NC1CCCC1)C(c1ccncc1)N(C(=O)Cc1cccs1)c1ccc(F)cc1 (stereo not given)	-11	-32	-4	0.9	3	-18	0	18	-4	0
O=C(NCC1COc2ccccc2O1)c1ccc(F)c(S(=O)(=O)N2CCOCC2)c1 (stereo not given)	-15	3	-2	-1.9	-1	5	0	-5	-12	-8
Cc1cc(C(=O)NNC(=S)NCC(C)C)no1	-5	8	3	-1.6	-6	-25	·	25	-1	11
CC1CCCCN1CCCNC(=O)c1ccc(NC(=O)C2=CSCCO2)cc1 (stereo not given)	-4	0	-1	-1.4	-2	17	5	-17	-13	-4
C1CSC2(N1)C1CC3CC2CC(C1)C31NCCS1 (stereo not given)	-9	-11	-8	1.1	0	-3	·	3	0	4
COc1ccc(C)cc1NC(=O)C/C(C)=N/NC(=O)Cc1cccc2ccccc12	2	-3	-1	-0.3	-8	57	-4	-57	-16	-1
Cc1ccc(Nc2cc(C)nc(-c3ccccc3O)n2)cc1	3	-24	1	-0.8	-3	50	42*	-50	6	·
CCCNC(=O)c1ccc2c(=O)n3c(-c4ccc(C)cc4)csc3nc2c1	4	-12	-2	0.3	-2	3	-3	-3	-6	-12
CSc1cc(C)c(OCC(=O)Nc2ccc(NC(C)=O)cc2)c(C)c1	5	7	4	2.2	2	25	-1	-25	3	13
O=C(C1=NN[C@@H]2C(=O)N(Cc3ccccc3)C(=O)[C@H]12)c1ccc([N+](=O)[O-])cc1	-33	-2	-2	1.3	2	4	-2	-4	-8	·
c1ccc(OCCCn2ccnc2)cc1	-3	1	4	0.2	-2	0	-1	0	7	-1
COCC(C)NC(=O)c1ccc(Cl)c(Cl)c1 (stereo not given)	11	2	3	-2.6	-12	-4	-5	4	-3	·
Cc1ccccc1NC(=O)c1cc[n+]([O-])cc1	1	-6	-2	0.7	-6	·	-1	·	3	1
Cc1ccc(C(=O)O)cc1NS(=O)(=O)c1ccc2ccccc2c1	3	1	0	0.7	4	-21	-1	21	3	-12
Cc1nc2sc(C(c3ccco3)N3CCC4(CC3)OCCO4)c(O)n2n1 (stereo not given)	-9	7	0	-1.1	6	-15	16	15	-6	0
O=C(NCCS(=O)(=O)N1CCCCCC1)c1ccccc1	-8	-5	2	0.0	2	-18	-2	18	6	2
COC(=O)C1CCN(CC(=O)Nc2sc3c(c2C#N)CCC3)CC1	-10	4	-2	1.0	-3	-31	·	31	-5	6
COC(=O)COc1c(/C=C\c2nc(O)c([N+](=O)[O-])c(=O)[nH]2)cccc1OC	9	-3	-1	-1.1	3	75*	1	-75	-4	·
O=C(OCCOc1ccc(Br)cc1)c1ccc(Cl)nc1	-13	-3	4	-1.1	8	4	-1	-4	-3	6
O=C(NNC(=O)c1ccccc1O)c1ccc(Cl)c(S(=O)(=O)N2CCc3ccccc32)c1	-10	11	-3	-0.9	-13	117*	-5	-117	-8	-44
COc1ccc(NC(=O)CC2Nc3cc(C)c(C)cc3NC2=O)c([N+](=O)[O-])c1 (stereo not given)	9	11	-4	-0.2	2	23	-1	-23	-5	-11
CSc1ccc(CNc2ncc(-c3cccc([N+](=O)[O-])c3)n2C)cc1	-8	1	7	-1.8	8	29	0	-29	-7	-3
COc1ccc(S(=O)(=O)NCCSC(C)(C)C)c(Cl)c1Cl	-23	-7	-2	0.5	-1	9	·	-9	-7	6
Cc1ccc(C)c(C(=O)CN2C(=O)c3ccccc3C2=O)c1	-12	-6	4	1.3	-1	31	0	-31	1	3
COc1cccc(/C=C2/NC(=O)N(CC(=O)Nc3ccc(C)cc3)C2=O)c1OCc1cccc(C(=O)O)c1	-5	9	2	-1.0	-6	-15	0	15	-5	8
CC(=O)c1ccc(NC(=O)CSc2nc(Nc3ccccc3)nc(N3CCOCC3)n2)cc1	-12	10	-1	-0.7	1	43	-1	-43	10	19
COc1c2c(cc3oc(CO[C@@H]4O[C@H](CO)[C@@H](O)[C@H](O)[C@H]4O)cc(=O)c13)O[C@H](C(C)(C)O)C2	3	7	2	0.2	3	-23	1	23	3	-3
O=C(CCN1CCOCC1)Nc1ccc(F)cc1	8	-9	2	2.3	1	-5	4	5	-3	3
Cc1cccc(N2CCN(C(=O)CCC(=O)N3CCOc4ccc(Cl)cc43)CC2C)c1 (stereo not given)	-12	6	0	1.2	-1	47	-3	-47	-1	·
CC(C)c1ccc(/C=C/c2[nH]c(=O)[nH]c(=O)c2[N+](=O)[O-])cc1	-6	0	-4	0.1	0	-28	-1	28	-11	·
C=CCc1ccc(OCC(O)CN2CCN(c3ccccc3)CC2)c(OC)c1 (stereo not given)	-14	-15	0	-0.4	5	9	0	-9	-12	-2
O=C1NC(=O)C2(CCCCCC2)N1	-14	-12	-2	-2.0	14	·	-1	·	0	3
C1CCN(c2nc(N3CCCCC3)nc(N3CCNCC3)n2)CC1	-10	5	0	0.4	8	-13	·	13	0	-2
CC(C)n1nc(C(=O)OCC(=O)NCCc2ccc(S(N)(=O)=O)cc2)c2ccccc2c1=O	-17	-14	1	-0.8	1	-13	-2	13	-1	2
NNC(=S)NCc1ccccc1	3	3	-1	-1.1	-5	·	-2	·	-2	4
Cc1ccc(C(=O)Oc2ccc(/C=C3\C(=N)N4N=C(N5CCOCC5)SC4=NC3=O)cc2)cc1	4	11	2	-0.4	-4	16	10	-16	-14	28
Cc1[nH]nc2c1C(=O)CCC2	-9	2	6	0.4	-1	-11	0	11	-4	·

# (cont.)
Molecule	PvdQ acylase	Rtt109 Vps75	HTR5A ag	CDK5 p35 inh	RTF Ca sens act	SR-BI DiI inh	Wnt bcat act	SR-BI DiI-HDL act	dFosB act	MITF TRPM1 HTS
N#C/C(=C\c1cc2c(cc1Br)OCO2)C(=O)NCC1CCCO1 (stereo not given)	-11	-3	-2	0.3	3	1	-1	-1	-3	12
Cc1cc(CNC(=O)C2(C(F)(F)F)CC(CCCO)CCCO2)nn1C (stereo not given)	-13	-21	4	0.9	-1	-6	16	6	2	8
CC(C)c1ccccc1NC(=O)CNCCOc1ccccc1F	-9	-1	-1	1.3	7	1	-1	-1	-5	-4
Cc1cnc(NC(=O)c2cccc(S(=O)(=O)N3CCOCC3)c2)s1	-19	5	3	4.0	-3	26	2	-26	-3	2
COc1ccc(S(=O)(=O)Nc2cc3c4c(c2)CCC(=O)N4CCC3)cc1	-16	5	3	1.1	3	8	-1	-8	-6	2
Cc1ccc(CSc2nc3ccccc3c(=O)n2Cc2ccco2)cc1	3	-2	-4	1.2	10	9	-8	-9	-13	14
CN(C)C(=O)c1ccc(NC(=O)COC(=O)C2(c3ccccc3)CCCC2)cc1	3	-1	6	-0.3	-5	4	-2	-4	-10	-9

# Screening data as filed in PubChem.
